HEK293 tox: qHTS of GLP-1 Receptor Inverse Agonists: Cytotox Screen. HEK293 cAMP-luciferase reporter cells, luminescence, 24 h. Potency, µM (series often up to 38.3 µM), for the others: at the highest dose activity change, negative = inhibition, usual class: inhibitors. actives 0.13% (n = 410,000). AID 624418, 2012;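 further: loss of luciferase light is scored as toxicity; potency means the concentration at half of the fitted maximal effect; on the % scale 0 is the no-effect control and ±100 the full control effect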
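A 23 nL compound transfer followed 12 hours of cell culture at 37 deg C; exposure then lasted 24 hr. Luciferase assay detection reagent was dispensed and plates read for luminescence after a 12 min room-temperature wait.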
Akt phos inh: HTS Assay for Inhibitors of Akt Phophorylation: Primary Screen. actives 0.32% (n = 360,000). Neuro2A IGF-stimulated pAkt S473 HTRF, 20 min; stronger effect = lower value. AID 651550, 2012. activity change, % for hits at 50 µM; in the data active means activity change below about -80%; inconclusive means mostly about -51% to -80%; further: on the % scale 0 is the no-effect control and ±100 the full control effect
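Neuro2A cells (4,500/well, DMEM with 0.5% FBS) were treated with compound at a single 50 µM final concentration, stimulated with 6 nM IGF for 20 min at 37 °C, and lysed. Phospho-Akt Ser473 was read by HTRF as 665/615 ratio ×10^4.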
PTHR1 ag: qHTS for PTHR1 Agonists: Primary Screen | Potency, µM (highest dose often 115 µM), without a hit: at the top dose activation, actives largely listed as activators | actives 0.075% (n = 410,000) | AID 743266, 2014 | HEK293 GP2 PTHR1 cells, GloSensor cAMP luminescence, 1 h; further: potency means the concentration at half of the fitted maximal effect; nearly all actives have a fitted effect of over 55% in size; some results filed as inactive show a strong effect at the top dose; inactives centre near -15; many of its hits are not listed in these tables
Target sequence (Q03431 whole entry, looked up): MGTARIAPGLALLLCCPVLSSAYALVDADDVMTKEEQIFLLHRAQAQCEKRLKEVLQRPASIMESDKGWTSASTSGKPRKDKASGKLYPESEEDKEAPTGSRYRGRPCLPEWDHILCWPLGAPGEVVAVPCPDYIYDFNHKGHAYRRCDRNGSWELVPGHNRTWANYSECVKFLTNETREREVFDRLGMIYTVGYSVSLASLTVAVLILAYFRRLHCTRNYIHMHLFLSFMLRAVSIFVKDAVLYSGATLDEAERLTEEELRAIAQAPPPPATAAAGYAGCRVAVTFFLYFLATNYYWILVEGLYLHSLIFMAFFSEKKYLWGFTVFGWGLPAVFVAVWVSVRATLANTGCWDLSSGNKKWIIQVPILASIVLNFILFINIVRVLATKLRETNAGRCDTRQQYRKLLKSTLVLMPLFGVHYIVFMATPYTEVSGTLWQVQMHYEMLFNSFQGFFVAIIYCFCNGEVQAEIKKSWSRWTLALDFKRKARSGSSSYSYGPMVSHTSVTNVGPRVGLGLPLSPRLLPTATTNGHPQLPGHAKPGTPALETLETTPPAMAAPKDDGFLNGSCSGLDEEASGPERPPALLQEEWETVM
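HEK-293-derived GP2 cells expressing PTHR1 and a GloSensor cAMP reporter, 3,000/well, plated overnight, given luciferin plus IBMX (each 0.5 mM as added) for 1 h at 37 °C, then compound for 1 h at 37 °C. Luminescence was read after 15 min at room temperature.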
Mm-Cpn inhibitor: Inhibitors of TCP-1 ring complex (TRiC) of Methanococcus maripaludis (MmCpn): qHTS | Chaperonin Mm-Cpn (Methanococcus maripaludis) | purified Mm-Cpn ATPase, ADP Transcreener TR-FRET | Potency, µM (top dose mostly 76.9 µM), inactives show at the top dose activity, negative = inhibition, usual class: inhibitors | actives 0.031% (n = 330,000) | AID 504842, 2011; further: potency means the concentration at half of the fitted maximal effect; on the % scale 0 is the no-effect control and ±100 the full control effect; nearly all actives have a fitted effect of over 80% in size
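ATP (10 uM final) was added to archaeal chaperonin (25 nM final) after 10 min exposure to test compound at 37°C; after 30 min further incubation, ADP was detected by competitive TR-FRET.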
GLP-1R inv ag: qHTS of GLP-1 Receptor Inverse Agonists (Inhibition Mode). Glucagon-like peptide 1 receptor (Homo sapiens), P43220. HEK293 GLP-1R CRE-luciferase, luminescence, 24 h; GLP-1R form is constitutively active. Potency, µM (doses to about 38.3 µM), for inactives: top-dose activity change, negative = inhibition, actives largely listed as inhibitors. actives 1.6% (n = 410,000); further: potency means the concentration at half of the fitted maximal effect; on the % scale 0 is the no-effect control and ±100 the full control effect; nearly all actives have a fitted effect of over 55% in size
Target sequence (P43220 whole entry, looked up): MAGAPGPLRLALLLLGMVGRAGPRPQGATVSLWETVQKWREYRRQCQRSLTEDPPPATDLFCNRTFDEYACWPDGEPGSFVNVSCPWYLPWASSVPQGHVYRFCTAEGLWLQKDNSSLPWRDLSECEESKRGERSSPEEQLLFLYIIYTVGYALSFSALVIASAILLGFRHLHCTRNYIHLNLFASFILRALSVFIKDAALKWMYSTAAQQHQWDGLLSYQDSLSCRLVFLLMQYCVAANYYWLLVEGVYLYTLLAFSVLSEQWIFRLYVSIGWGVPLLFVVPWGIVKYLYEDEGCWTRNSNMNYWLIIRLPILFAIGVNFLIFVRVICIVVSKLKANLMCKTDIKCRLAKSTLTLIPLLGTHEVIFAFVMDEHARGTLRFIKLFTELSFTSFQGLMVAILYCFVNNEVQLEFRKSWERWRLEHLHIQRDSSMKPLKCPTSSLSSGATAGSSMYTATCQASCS
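Seeding at 200 cells/uL, 12 h culture, 24 hr compound treatment, then luciferase reagent and a luminescence read; cells are HEK293 stably expressing a constitutively active GLP-1R plus cAMP-responsive luciferase.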
Abeta rescue: qHTS for compounds that reverse cellular toxicity of Amyloid beta (A-beta) peptide in yeast: Primary Screen. Potency, µM (series often up to 46.1 µM), without a hit: at the top dose growth rescue, hits mostly activators. AID 1347071, 2019. actives 0.063% (n = 410,000). yeast expressing A-beta42, growth rescue, OD600, 48 h; response scale: 0% DMSO, 100% iron-clioquinol control; further: potency means the concentration at half of the fitted maximal effect; nearly all actives have a fitted effect of over 55% in size
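Yeast growth medium received pinned compounds, then yeast cells expressing toxic A-beta were added; plates incubated at 30 C for 48 hr. Growth read as absorbance at 600 nm, normalized to DMSO and equimolar FeCl3 plus clioquinol controls.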
aSyn yeast inh: qHTS of alpha-syn Inhibitors; Yeast expressing alpha-synuclein, growth rescue, BacTiter-Glo, 24 h; Potency, µM (series often up to 46.1 µM), for the others: top-dose growth rescue (activation), hits mostly activators; actives 0.14% (n = 370,000); further: potency means the concentration at half of the fitted maximal effect; % of control where 0% means no effect; nearly all actives have a fitted effect of over 65% in size
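Rescue of yeast growth: cells expressing toxic alpha-synuclein, induced in galactose at OD600 0.02, incubated with compound 24 h at 30 C. ATP luminescence quantified growth; inhibitors of toxicity appear as activators.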
FUS yeast rescue: qHTS for Suppressors of FUS Proteinopathy: Primary screen using FUS-linked yeast assay. S. cerevisiae FUS-expressing, growth rescue, OD600, 24 h. Potency, µM (top dose mostly 76.6 µM), for the others: at the top dose growth rescue (activation), actives largely listed as activators. actives 0.24% (n = 390,000);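 further: potency means the concentration at half of the fitted maximal effect; plate controls were DMSO vehicle for no effect and reference control for full effect; nearly all actives have a fitted effect of over 55% in size; some results filed as inactive show a strong effect at the top dose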
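Read-out: OD at 600 nm after 24hr at 30C, reporting rescue of FUS-induced yeast toxicity. Cells at OD 0.005 in galactose (2%) minimal medium; compounds tested in a dilution series; CP55940 titration from 92uM final as control.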
TDP43 rescue: qHTS of TDP-43 Inhibitors | TDP-43 expressing yeast growth rescue, BacTiter-Glo, 24 h | actives 1.8% (n = 410,000) | Potency, µM (series often up to 46.1 µM), inactives show at the highest dose growth rescue (activation), actives largely listed as activators; further: potency means the concentration at half of the fitted maximal effect; % of control where 0% means no effect; nearly all actives have a fitted effect of over 50% in size
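Yeast expressing TDP-43 (pregrown in raffinose, seeded at OD600=0.02 in galactose medium) exposed to compounds 24 hr at 30 deg C. Growth read by BacTiter-Glo luminescence; rescue of toxicity appears as increased signal.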
* marks the source's active call; other numbers are inactive results; i = inactive; u = inconclusive; x = not tested or not shown; & = joins results of further samples; [ ] = remark or other dose. Unless noted, the call rests on the fitted dose curve; in most records, active means well fitted curve in the direction sought with a large enough effect; inconclusive means small, poorly fitted or top-dose-only effect, or another doubt; inactive means no such curve, though single readings can be large; an effect the other way counts as inactive or inconclusive. A portion of the library (hit frequency here may not be typical).

Preview, two compounds:
SMILES	HEK293 tox	Akt phos inh	PTHR1 ag	Mm-Cpn inhibitor	GLP-1R inv ag	Abeta rescue	aSyn yeast inh	FUS yeast rescue	TDP43 rescue
O=C(Cc1cc(=O)oc2cc(O)ccc12)NC(Cc1ccc(Cl)cc1)C(=O)O (stereo not given)	x	i	-4.9%	-13.1%	-0.3%	-6.6%	-3.2%	7.7%	-19.5%
CC(=O)c1nn(-c2ccc(OC(F)(F)F)cc2)nc1Nc1ccccc1	-13.4%	x	-1.5%	x	27.9%	-13.4%	x	-25.0%	9.4%

The whole of this part, from the start:
SMILES	HEK293 tox	Akt phos inh	PTHR1 ag	Mm-Cpn inhibitor	GLP-1R inv ag	Abeta rescue	aSyn yeast inh	FUS yeast rescue	TDP43 rescue
O=C(Cc1cc(=O)oc2cc(O)ccc12)NC(Cc1ccc(Cl)cc1)C(=O)O (stereo not given)	x	i	-4.9%	-13.1%	-0.3%	-6.6%	-3.2%	7.7%	-19.5%
CC(=O)c1nn(-c2ccc(OC(F)(F)F)cc2)nc1Nc1ccccc1	-13.4%	x	-1.5%	x	27.9%	-13.4%	x	-25.0%	9.4%
CCOC(=O)c1sc2nc(C)n(N)c(=O)c2c1C	3.1%	i	-2.6%	-0.5%	27.2%	-2.1%	3.0%	7.4%	1.0%
Cc1ccc2[nH]c3c(c2c1)CN(C)CC3	-4.4%	i	-19.2%[57.5 µM]	0.6%[15.4 µM]	-12.4%	12.3%	-3.7%	6.0%	-19.0%
CCC(Sc1nncn1C)C(=O)Nc1nnc(-c2ccccc2Cl)s1 (stereo not given)	-2.2%	i	i	-1.5%	22.5%	-11.3%	-0.7%	32.5%	-7.4%
COc1ccc(NC(=O)Cn2cnc3c(nc4n3CCCCC4)c2=O)cc1Cl	0.6%	x	i	x	3.0%	-3.0%	x	1.3%	18.4%
CCOC(=O)C1CCN(C(=O)CN2C(=O)C(CC)Oc3ccccc32)CC1 (stereo not given)	7.2%	i	i	-0.6%	0.0%	-38.1%	7.1%	8.8%	-7.1%
O=C(Nc1cccc2c1CCCC2)C1CCN(C(=O)NC2CCCCC2)CC1	-8.1%	i	i	1.5%	0.0%	15.2%	-11.4%	7.3%	-2.2%
CC(Sc1nc(N2CCCCC2)c2c(c1C#N)CCCC2)C(=O)O (stereo not given)	0.5%	i	i	0.2%	u	-43.1%[inhibitor]	1.2%	u	-0.5%
Cc1cc(C)c(S(=O)(=O)NCC(CCC(=O)O)C(F)(F)F)c(C)c1 (stereo not given)	-1.1%[0.307 µM]	i	i	-1.1%	6.3%[0.307 µM]	17.8%	3.5%	21.0%	-12.5%
Cc1cccc(NC(=O)CSc2nc3c(sc4ccccc43)c(=O)n2CCCC(=O)NC2CCCC2)c1	4.3%	x	i	x	-4.4%	6.5%	x	-0.4%	-9.8%
CCC(Cc1ccccc1)NC(=O)CSc1ccsc1[N+](=O)[O-] (stereo not given)	-22.9%	i	-4.6%	1.0%	u	9.1%	0.1%	14.9%	-1.1%
CCOC(=O)/C=c1\s/c(=C\c2ccc(C#N)cc2)c(=O)n1CC(=O)NCc1ccco1	0.0%	i	i	1.6%	20.7%	-5.4%	-5.7%	-4.3%	-1.6%
O=C1CC(N2CCN(c3nc4ccccc4s3)CC2)C(=O)N1c1cccc(F)c1 (stereo not given)	-12.9%	i	-17.6%	2.8%	0.4%	-0.2%	0.3%	42.9%	-14.0%
CCOc1ccc(N2C(=O)C(Cl)=C(Nc3ccccc3O)C2=O)cc1	11.2%	i	12.6%[57.5 µM]	-1.2%	u	-32.0%	-4.5%	33.1%	u
COc1ccc(-c2csc(C(C)(O)c3ccncc3)n2)cc1OC (stereo not given)	-7.3%	i	-30.9%	x	16.9%	-9.8%	-10.9%	-11.6%	13.5%
CC(Cc1ccccc1)N/C=C1/CC(=O)NC1=O (stereo not given)	9.0%	x	-9.2%[57.5 µM]	0.6%	-0.1%	4.0%	3.8%	7.2%	-6.6%
c1ccc(-c2cn3c(n2)CCC3)cc1	1.7%	i	i	0.8%	17.9%	13.9%	-11.1%	-13.0%	14.6%
CCn1cc([C@@H]2C[C@H]3CN(Cc4cccc(Cl)c4)C(=O)[C@]34CCCN24)cn1	-8.7%	i	i	-0.3%	0.2%	-2.2%	1.2%	2.4%	-4.1%
COc1cccc(C=NNC(=S)NN=Cc2cccc(OC)c2OC)c1OC	u	i	-16.1%	x	20.6%	28.7%	0.8%	26.9%	5.8%
Cc1cccc(C)c1NC(=O)C(c1ccccc1)N(C)CCc1ccccc1 (stereo not given)	-9.1%	i	-16.4%	x	u	8.5%	7.6%	-21.0%	22.2%
CCCCCCSc1cccc(-c2nc3ccc(C)cn3c2NCc2ccccc2)c1	u	i	-35.3%[inhibitor]	-3.4%	u	-52.5%[inhibitor]	-49.2%[inhibitor]	u	-50.7%[inhibitor]
CCOc1ccc2nc(NS(C)(=O)=O)sc2c1	-12.9%	i	i	-1.3%	0.0%	-2.0%	0.4%	23.5%	3.8%
CCOc1ccc(C(C(=O)NCC2CCCO2)N(C(=O)c2snc(C(N)=O)c2N)c2ccccc2F)cc1 (stereo not given)	8.2%	i	-15.5%	0.4%	u	7.5%	6.3%	22.5%	-5.1%
COc1ccc(NC(=O)CSc2nc3c([nH]c4ccccc43)c(=O)n2C)cc1	4.3%&0.1%	i	-3.4%&28.4%	-3.2%	-18.8%&10.8%	1.4%&-6.5%	2.8%	-19.4%&1.1%	20.0%&-5.9%
COc1ccc(N(C)S(=O)(=O)c2ccc3c(c2)oc(=O)n3C)cc1	-3.3%	i	-6.9%[57.5 µM]	2.0%	3.8%	5.8%	7.7%	7.5%	0.4%
CC(C(=O)NCC1(c2ccccc2)CCCC1)N1CCCC1 (stereo not given)	-21.4%	i	i	1.8%	-2.5%	-2.7%	-3.4%	-10.4%	-12.7%
COc1ccc(/C=C(\C#N)C(=O)NC2CCS(=O)(=O)C2)cc1OC (stereo not given)	11.8%	i	-3.0%	-11.7%	34.2%[activator]	9.5%	-1.4%	x	-22.7%
C[C@H](CO)N1C[C@H](C)[C@@H](CN(C)S(C)(=O)=O)Oc2ccc(NC(=O)C3CC3)cc2C1=O	8.2%	i	3.3%	-2.3%	2.1%	-11.0%	-2.0%	-8.1%	-14.5%
Cc1ccccc1CN1CCN(CC(=O)NCc2ccccc2Cl)C1=O	2.0%	x	-1.2%	x	-6.1%	2.7%	x	5.1%	0.0%
Cc1ccc(C)c(Cn2c(=O)n(CCCCC(=O)NCc3ccc4c(c3)OCO4)c(=O)c3ccccc32)c1	-0.5%	x	-24.3%	x	5.2%	-3.3%	x	-36.7%	0.0%
Cc1ccc(O)c(C(=O)c2cc(C#N)c3nc4ccccc4n3c2)c1	2.9%	i	-14.3%	2.5%	-0.1%	-7.8%	-4.0%	-3.6%	-14.6%
CCOC(=O)c1c(NC(=O)CC2SC(N)=NC2=O)sc2c1CCC(C)C2 (stereo not given)	13.1%	i	-3.5%	-1.9%	58.2%[activator]	-16.4%	-2.9%	x	4.8%
Cc1ccc2nc(N3CCN(C=O)CC3)nc(-c3ccccc3)c2c1	336.4%[activator]	i	-2.8%[57.5 µM]	-0.2%	-6.2%	9.8%	16.9%	11.0%	u
CSc1ncccc1C(=O)OCC(=O)c1cccc(Br)c1	18.8%	i	-17.0%	-13.2%	u	-1.6%	1.9%	45.3%	u
ClC(Cl)(Cl)c1nc(N/N=C/c2ccncc2)c2ccccc2n1	-4.6%	i	-5.2%	0.0%	0.8%	11.8%	-11.6%	11.6%	4.5%[9.22 µM]
CCCC(=O)C1=C(O)C(C(=O)OC)C(C)(C)CC1=NCCCCCC(=O)O (stereo not given)	2.8%	i	-6.6%	-1.0%	2.3%	-0.2%	1.2%	-15.6%	15.1%
O=C(CN1c2ccccc2Sc2ccccc21)NNC(=O)Nc1ccc(Cl)c(Cl)c1	u	i	-14.6%	2.4%	u	-0.5%	-6.4%	11.0%	-2.9%
CCCc1cc(=O)n2[nH]c(-c3ccc(Cl)cc3)cc2n1	-9.1%	i	-11.8%	1.2%	3.3%	5.5%	2.9%	-7.6%	10.6%
O=C1C=C(c2ccc(F)cc2OCc2ccccc2)C[C@@H](c2ccc(F)cc2)C1	0.6%	i	-67.9%[inhibitor]	3.0%	u	-15.7%	2.2%	-17.9%	-16.0%
CN(c1ccc(C(=O)NCCC2=CCCCC2)cc1)S(C)(=O)=O	-7.9%	i	-28.0%	x	u	-0.6%	-0.5%	-23.0%	9.3%
Clc1ccc(-c2csc(-c3nc(-c4ccc(Br)s4)cs3)n2)cc1	-1.5%	x	-26.8%	x	-16.4%	7.8%	x	-18.6%	15.5%
Cn1c(=O)c2c(ncn2CC(=O)Nc2ccc(Cl)cc2Cl)n(C)c1=O	-8.6%	i	i	2.4%	0.4%	15.2%	4.2%	3.6%	-6.7%
CN1CCN(c2ccc([N+](=O)[O-])cc2NC(=O)c2cccs2)CC1	-3.6%	i	-12.7%	1.1%	6.5%	10.8%	0.0%	x	-9.4%
CSCCC(NC(=O)COc1ccccc1)C(=O)OCCOc1ccc(Br)cc1 (stereo not given)	3.3%	i	-21.9%	2.9%	u	14.4%	-10.2%	21.5%	-12.9%

Compound activity: PubChem, National Center for Advancing Translational Sciences (NCATS)
